Source: PubChem
VHR inh abs – inhibitors of human VHR1 phosphatase (DUSP3). inhibition, % at 13.3 µM. recombinant VHR phosphatase, pNPP absorbance. AID 1654. 290,000 compounds, 0.52% hits; in the data active means inhibition above about 50%; further: some compounds called inactive have numbers as strong as hits
Target sequence (P51452 whole entry, looked up): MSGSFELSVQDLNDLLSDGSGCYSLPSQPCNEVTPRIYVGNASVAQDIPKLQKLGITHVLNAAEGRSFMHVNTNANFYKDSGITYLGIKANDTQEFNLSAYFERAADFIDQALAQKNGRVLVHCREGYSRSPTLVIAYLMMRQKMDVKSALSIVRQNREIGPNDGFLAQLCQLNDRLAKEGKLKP
BioA inh – BioA (M. tuberculosis) enzyme inhibition. AID 602481. inhibition, % at 9.99 µM. purified M. tuberculosis BioA enzyme, plate reader. 360,000 compounds, 0.096% hits; in the data active means inhibition above about 40%; inconclusive means no clear call, values can overlap the other calls
GDH-TPI inh – GDH-TPI coupled enzyme inhibition counter-screen. GDH-TPI coupled enzyme counterscreen, NADH absorbance. inhibition, % at 4.8 µM. 360,000 compounds, 1.2% hits. AID 588335;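 further: 0% = DMSO wells and 100% = wells lacking the enzyme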
FadD28 FP inh – inhibitors of Mycobacterium tuberculosis FadD28 bisubstrate binding | FadD28 bisubstrate probe binding, fluorescence polarization | inhibition, % at 12.5 µM | 360,000 compounds, 0.22% hits; in the data active means inhibition above about 8.5%, passing the limit was not always enough; inconclusive means no clear call, values can overlap the other calls
BoNT-F LC inh – inhibitors of Botulinum neurotoxin F light chain protease | Multiplex microsphere protease cleavage assay, flow cytometry | inhibition, % at 10 µM | 360,000 compounds, 0.22% hits | AID 588497; in the data active means inhibition above about 35%, passing the limit was not always enough; inconclusive means no clear call, values can overlap the other calls; further: plate controls were buffer without enzyme for full effect and enzyme alone for no effect
Mtb FBA inh – Mtb fructose-bisphosphate aldolase inhibition | purified M. tuberculosis FBA, fluorescence read-out | inhibition, % at 1 µM | 360,000 compounds, 2.3% hits; in the data active means inhibition above about 27%;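 further: 0% = vehicle and 100% = reference inhibitor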
Target sequence (P9WQA3 whole entry, looked up): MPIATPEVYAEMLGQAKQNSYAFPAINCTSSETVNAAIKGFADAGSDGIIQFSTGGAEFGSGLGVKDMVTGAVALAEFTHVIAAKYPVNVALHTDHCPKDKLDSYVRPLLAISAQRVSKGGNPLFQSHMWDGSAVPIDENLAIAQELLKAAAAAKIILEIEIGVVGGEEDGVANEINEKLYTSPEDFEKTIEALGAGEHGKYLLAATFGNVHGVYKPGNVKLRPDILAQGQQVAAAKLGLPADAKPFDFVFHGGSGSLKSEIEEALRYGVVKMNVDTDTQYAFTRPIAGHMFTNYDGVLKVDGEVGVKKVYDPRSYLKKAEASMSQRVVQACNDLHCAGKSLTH
CCHF vOTU inh – blocks the CCHF virus ovarian tumor domain protease | inhibition, % at 11.5 µM | 370,000 compounds, 0.55% hits | CCHFV vOTU protease, Pep-AMC fluorescence; further: 0% = vehicle wells with enzyme and 100% = no enzyme wells
Rv3671c inh – inhibits the M. tuberculosis serine protease Rv3671c | P9WHR9 | inhibition, % at 5.96 µM | 320,000 compounds, 0.048% hits; in the data active means inhibition above about 38%;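 further: extracellular domain of Rv3671c used as enzyme; 0% = enzyme with DMSO and 100% = no enzyme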
Target sequence (P9WHR9 whole entry, looked up, the tested form may be a part): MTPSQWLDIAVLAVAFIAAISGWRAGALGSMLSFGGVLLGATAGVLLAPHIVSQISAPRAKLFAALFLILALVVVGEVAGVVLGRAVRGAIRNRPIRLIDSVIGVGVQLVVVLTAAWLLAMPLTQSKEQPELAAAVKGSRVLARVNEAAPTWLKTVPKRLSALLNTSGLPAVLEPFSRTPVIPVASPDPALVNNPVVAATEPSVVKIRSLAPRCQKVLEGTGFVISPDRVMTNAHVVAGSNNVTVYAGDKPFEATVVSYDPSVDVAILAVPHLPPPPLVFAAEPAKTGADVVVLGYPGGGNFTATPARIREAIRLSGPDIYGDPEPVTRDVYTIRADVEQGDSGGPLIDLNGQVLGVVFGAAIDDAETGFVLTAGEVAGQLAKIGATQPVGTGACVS
Mtb UGM inh – inhibitors of M. tuberculosis UDP-galactopyranose mutase. P9WIQ1. purified UGM, fluorescence polarization probe displacement. inhibition, % at 10 µM. 320,000 compounds, 0.06% hits; in the data active means inhibition above about 10%, passing the limit was not always enough; inconclusive means no clear call, values can overlap the other calls
MazF activator – increases E. coli MazEF RNase cleavage of RNA | P0AE70 | FAM/BHQ RNA-DNA oligo cleavage fluorescence, 5 h | activation, % at 20 µM | 350,000 compounds, 0.32% hits | AID 504720; in the data active means activation above about 50%
Active calls of the source: *; ? = inconclusive; . = no result given; & = joins results of further samples. Unless noted, no stated cut-off is given here; in the data, active means inhibition above about 30%; inactive means the rest.

Every second line gives: VHR inh abs	BioA inh	GDH-TPI inh	FadD28 FP inh	BoNT-F LC inh	Mtb FBA inh	CCHF vOTU inh	Rv3671c inh	Mtb UGM inh	MazF activator
#1 CN(Cc1ccc(CNC[C@H]2O[C@@H](n3cnc4c(N)ncnc43)[C@H](O)[C@@H]2O)o1)S(C)(=O)=O
 : .	-1.7	1	-1.2	-3	4	-12	-7	0.5	3
#2 O=C(Nc1ccccc1)c1ccc(Br)o1
 : -4	1.5	12	-2.0	-6	3	14	-1	0.3	9
#3 Cc1ccc(CN2CCSc3ccc(C(=O)NCC4CCCO4)cc32)cc1 (stereo not drawn)
 : -9	1.6	10	-0.4	-2	58*	.	8	-0.7	9
#4 c1ccc2oc(-c3ccc(Nc4nc(N5CCOCC5)nc(N5CCOCC5)n4)cc3)nc2c1
 : .	.	3	-0.8	4	3	8	.	.	-46
#5 CCCCCNC(=O)c1ccc2c(c1)ncn2-c1ccc(OC)cc1
 : -9	0.0	14	.	10	0	14	-4	1.4	8
#6 CCCCCN(C(=O)CCC(=O)OCCOc1ccccc1Cl)c1c(N)n(CCCC)c(=O)[nH]c1=O
 : .	0.4	3	0.1	-8	7	12	3	-0.6	0
#7 CCCCC12CN3CC(C)(CN(C1)C3c1ccc([N+](=O)[O-])o1)C2=O (stereo not drawn)
 : 12	0.0	28	-2.5	?	1	13	-5	-1.2	7
#8 COc1ccc(O)c(CN2CCC(n3nccc3NC(=O)C3CCCC3)CC2)c1
 : 10	-0.4	-5	-1.7	1	3	-10	-3	-4.7	10
#9 Cc1ccc(S(=O)(=O)NCc2c(-c3ccccc3)c3cc(Cl)ccc3[nH]c2=O)cc1
 : -13	-1.1	2	-0.5	-6	-1	0	-10	-2.0	29
#10 Cc1ccc(C2=NC(=O)/C(=C/c3cc(O)c(O)c(Br)c3)S2)cc1
 : 10	1.0	9	8.2*	-32	-1	14	.	.	17

Some of these compounds in order of formula weight, lowest first:
Every second line gives: VHR inh abs	BioA inh	GDH-TPI inh	FadD28 FP inh	BoNT-F LC inh	Mtb FBA inh	CCHF vOTU inh	Rv3671c inh	Mtb UGM inh	MazF activator
#7 CCCCC12CN3CC(C)(CN(C1)C3c1ccc([N+](=O)[O-])o1)C2=O (stereo not drawn)
 : 12	0.0	28	-2.5	?	1	13	-5	-1.2	7
#3 Cc1ccc(CN2CCSc3ccc(C(=O)NCC4CCCO4)cc32)cc1 (stereo not drawn)
 : -9	1.6	10	-0.4	-2	58*	.	8	-0.7	9
#6 CCCCCN(C(=O)CCC(=O)OCCOc1ccccc1Cl)c1c(N)n(CCCC)c(=O)[nH]c1=O
 : .	0.4	3	0.1	-8	7	12	3	-0.6	0

(list continues)
Every second line gives: VHR inh abs	BioA inh	GDH-TPI inh	FadD28 FP inh	BoNT-F LC inh	Mtb FBA inh	CCHF vOTU inh	Rv3671c inh	Mtb UGM inh	MazF activator
#11 Cc1ccc(/C=C/C(=O)c2c(C)cc(C)[nH]c2=O)cc1
 : 28	-0.1	22	-0.1	3	-1	.	-2	.	8
#12 O=C(O)C(Cc1ccc(Cl)cc1)Sc1nc2ccccc2[nH]1 (stereo not drawn)
 : 6	0.6	1	.	6	-1	8	.	3.7	0
#13 CC(C)CCN(C(=O)Nc1ccc(Cl)cc1)C1CCN(C(C)C)CC1
 : 30	.	-4	-0.6	-3	1	-5	3	-1.8	7
#14 COc1cccc(C2=NOC(C(=O)N3CCN(Cc4ccccc4)CC3)C2)c1OC (stereo not drawn)
 : 28	0.8	5	-3.4	0	-1	-11	0	-4.8	3
#15 COc1ccc(-c2csc(Nc3cccc(C)n3)n2)cc1
 : 6	2.2	3	-0.6	-19	0	17	4	0.2	0
#16 CCc1nonc1NC(=O)COc1cc(C)c(Cl)c(C)c1
 : -4	-1.2	-4	-1.8	1	-1	13	-2	-1.0	-15
#17 Cc1ccc(NC(=S)N2CCN(S(C)(=O)=O)CC2)cc1C
 : -4	-1.4	-3	-2.4	0	-2	4	.	1.5	1
#18 Cc1ccnc2nc(C(=O)OCC(=O)NC3CCC(C)CC3)nn12 (stereo not drawn)
 : .	-0.3	2	-1.0	.	0	1	1	0.5	13
#19 COc1ccccc1CNC(=O)COn1nnc2ccc(S(=O)(=O)N3CCOCC3)cc21
 : .	-0.4	-6	-4.3	2	-1	-6	-5	-1.2	4
#20 Cc1ccc(C2/C=C\CC(NC(=O)OCC3c4ccccc4-c4ccccc43)CC(=O)N2Cc2ccccc2)cc1 (stereo not drawn)
 : .	-0.2	8	-2.7	-5	-2	17	.	.	0
#21 CCCOCCOC(=O)c1[nH]c2c(c1C)C(=O)CC(c1cc(OC)ccc1OC)C2 (stereo not drawn)
 : -3	-1.4	-10	0.2	0	2	3	-4	-1.3	5
#22 Cc1ccc(S(=O)(=O)N2CCN(C(C)C(=O)N3CCCc4ccccc43)CC2)cc1 (stereo not drawn)
 : 16	.	10	-0.5	1	0	5	5	0.1	3
#23 CCCCN(C(=O)CSCC(=O)Nc1ccc(C)cc1)c1c(N)n(Cc2ccccc2)c(=O)[nH]c1=O
 : .	0.3	3	-3.1	20	5	0	9	-1.1	5
#24 COc1cc(C(=O)N2CCC(O)(c3ccccc3)CC2)cc(OC)c1OC
 : 12	1.7	1	-3.9	6	1	5	7	-1.9	-2
#25 CN1CC(=O)N=C1N
 : 10	0.6&-0.3	-6&5	-2.5&-2.6	-11&-27	-2&-1	8&8	2&-6	0.1&1.7	11&4
#26 COc1ccccc1-c1nnc2sc(-c3cnccn3)nn12
 : 4	-2.7	2	-4.2	6	1	7	6	0.9	2
#27 CC1([N+](=O)[O-])COP(=O)(Nc2cccc(F)c2)OC1 (stereo not drawn)
 : .	.	3	-3.7	-4	0	10	.	.	-1
#28 O=C(c1ccco1)N1CCN(c2ccc(F)cc2)CC1
 : -5	.	-3	-2.6	-2	-1	8	-5	2.7	-1
#29 O=C(OCc1nc2ccsc2c(=O)[nH]1)c1ccc(Cl)s1
 : .	.	-3	-5.0	-13	-2	-7	-4	0.6	1
#30 Cc1cccc(N2CCN(C(=O)Cc3cn(C)c4ccccc34)CC2)c1C
 : -28	-0.3	0	-2.6	-6	0	-14	10	-1.5	-8
#31 O=[N+]([O-])c1ccc(N2CCN(c3ccc(O)cc3)CC2)c(Cl)c1
 : -2	-1.3	9	-1.0	-4	-3	7	-9	0.0	2
#32 O=C(Nc1ccc2c(c1)OCO2)N1CCN(C(=O)C2CCCO2)CC1 (stereo not drawn)
 : 4	-0.5	2	-0.7	7	22	-7	1	-0.6	6
#33 Cn1c(-c2ccc(F)cc2)cnc1NCc1cccc(F)c1
 : -1	0.9	-2	1.1	4	0	2	-1	0.0	6
#34 CCCc1cc(=O)n2nc(N3CCC(C(=O)N4CCN(c5ccc(OC)cc5)CC4)CC3)sc2n1
 : 44	-1.7	4	-1.8	1	0	16	-17	-0.3	-4
#35 COc1ccc(C(=O)N/N=C(\C)c2ccc(NC(=O)Cc3ccccc3)cc2)c(OC)c1
 : 9	-1.1	12	-0.8	-7	6	10	5	-1.1	-15
#36 O=C(NC1CCCCC1)C(c1ccc(F)cc1)N(C(=O)Cc1ccsc1)c1ccc(F)cc1 (stereo not drawn)
 : 24	-1.0	10	-2.8	-12	1	4	-2	1.6	-2
#37 CCCCCn1c(NC(=O)c2ccco2)c(C(=O)OCC)c2nc3ccccc3nc21
 : 15	-0.9	17	0.8	6	54*	.	-29	-1.9	-5
#38 O=C1CN(CCN2CC(=O)N(Cc3ccccc3)C(=O)C2)CC(=O)N1Cc1ccccc1
 : .	-0.7	4	0.7	0	4	-8	.	.	-6
#39 O=S(=O)(c1ccc2nnn(O)c2c1)N1CCCCC1
 : -8	.	6	-2.5	-2	4	7	4	-1.3	-1
#40 C/C(=N\Nc1cc(N2CCOCC2)ncn1)c1ccccc1
 : 24	-0.6	21	-0.5	-2	4	-4	1	0.3	6
#41 CC(C)(C)CC(=O)N[C@@H](Cc1ccccc1)c1nc2ccccc2[nH]1
 : 36	.	-2	-3.9	-7	3	.	-11	-3.2	10
#42 CC(C)CC(C(=O)O)N1C(=O)[C@@H]2[C@H](C1=O)[C@@H]1C[C@H]2C(Br)C1Br (stereo partly drawn)
 : 8	.	3	-0.7	4	0	-8	-11	7.4	6
#43 CC(C)C(=O)c1cn(CC(=O)NCC2CCCO2)c2ccccc12 (stereo not drawn)
 : 10	-0.8	11	0.1	-3	-1	-9	1	0.3	7
#44 Cc1c(C(=O)N/N=C/c2cccnc2)nnn1-c1nonc1N
 : 20	0.7	0	0.7	0	-5	-12	0	-0.4	19
#45 COc1cc(Cn2c3ccc(NC(=O)NCCc4ccccc4)cc3c(=O)n2C)ccc1F
 : .	1.1	2	-0.3	-8	145*	-120	.	.	.
#46 Cc1ccccc1C1(O)c2ccccc2-c2ccccc21
 : .	-4.2	14	-1.4	-8	2	23	.	.	-1
#47 Cc1cc(/C=N/Nc2nc(N3CCOCC3)nc(N3CCOCC3)n2)c(C)n1-c1ccccc1
 : 4	.	12	-0.9	-8	0	-10	13	0.3	6
#48 COc1ccc(OC)c(NC(=S)NCc2ccco2)c1
 : .	0.1	2	-2.0	-1	-2	3	4	0.9	0
#49 Cc1ccccc1Nc1c(-c2ccccn2)nc2c(C)cccn12
 : 46	2.4	12	-0.5	-4	6	-6	7	0.3	2
#50 COc1ccc(C(=O)N[C@H]2COC(C)(C)O[C@H]2c2ccccc2)cc1
 : 5	-1.4	7	0.4	-22	2	-2	-6	1.7	4
#51 COc1cc(-c2cc(NC=O)c3ncc(-c4ccc(C(C)=O)cc4)n3c2)cc(OC)c1OC
 : .	0.1	23	-3.3	2	3	-6	.	.	.
#52 C=CCOc1nc(-c2ccccc2Cl)nc2ccccc12
 : 18	.	-1	-4.2	?	1	8	-12	-0.6	-11
#53 Cc1cccc(N2C(=S)N=C(Nc3c(C)cccc3C)C23CCOC(C)(C)C3)c1 (stereo not drawn)
 : -2	-1.2	-9	-3.3	-2	-2	-5	-5	0.5	-18
#54 c1cc(CSc2nnc(-c3ccc4c(c3)OCO4)o2)ccn1
 : 10	.	2	-0.9	-1	0	0	0	1.3	-3
#55 Cc1ccc(CN(C#N)c2nc(C)cc(C)n2)cc1
 : 17	-0.7	-4	-3.5	0	0	28	0	0.5	8
#56 Cc1ccc(Cn2c(=O)n(-c3ccccc3)c(=O)c3ccc(C(=O)NCc4ccco4)cc32)cc1
 : -11	-0.6	24	-1.0	-6	2	5	-20	1.6	13
#57 Cc1cc(NC(=O)CSCC(=O)N2CCN(c3cccc(C)c3C)CC2)no1
 : .	2.1	10	-0.1	-6	2	23	-6	-0.8	4
#58 COc1ccc(S(=O)(=O)N2CCN(C(=O)c3ccco3)CC2)c(C)c1C
 : 0	1.9	8	-4.9	?	-3	3	2	-0.9	-5
#59 CNc1ccc(Br)cc(C(=O)/C=C/c2cc(OC)ccc2OC)c1=O
 : 0	0.9	28	-1.2	15	3	-1	9	0.5	-9
